# Compound activity from PubChem.
# D2 ag – HTS Assay for Allosteric Agonists of the Human D2 Dopamine Receptor: Primary Screen for Agonists; actives 0.53% (n = 340,000); HEK293 T-REx D2 cells, calcium flux agonist mode; AID 485358, 2010; D(2) dopamine receptor (Homo sapiens), P14416; activation, % at 2 µM;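 active = activation over 3 SD above normal in the single-dose calcium agonist read, cut at about 30% in these data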; note: 0% is about no effect
#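 Tetracycline-induced HEK293 T-REx cells with force-coupled D2 receptor, plated overnight at 30 C, loaded with no-wash calcium dye. After a 10 s baseline, compound was pin-added and calcium flux read kinetically for 180 s; calcium rises flagged agonists.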
# TRHR ag – qHTS for Small Molecule Agonists and Allosteric Enhancers of Human TRH Receptor: Primary Screen for Agonists; actives 0.18% (n = 360,000); TRHR cells, calcium flux fluo-8, FDSS agonist mode; activation, % at 2 µM; note: 0% is about no effect
# Target sequence (P34981 whole entry, looked up): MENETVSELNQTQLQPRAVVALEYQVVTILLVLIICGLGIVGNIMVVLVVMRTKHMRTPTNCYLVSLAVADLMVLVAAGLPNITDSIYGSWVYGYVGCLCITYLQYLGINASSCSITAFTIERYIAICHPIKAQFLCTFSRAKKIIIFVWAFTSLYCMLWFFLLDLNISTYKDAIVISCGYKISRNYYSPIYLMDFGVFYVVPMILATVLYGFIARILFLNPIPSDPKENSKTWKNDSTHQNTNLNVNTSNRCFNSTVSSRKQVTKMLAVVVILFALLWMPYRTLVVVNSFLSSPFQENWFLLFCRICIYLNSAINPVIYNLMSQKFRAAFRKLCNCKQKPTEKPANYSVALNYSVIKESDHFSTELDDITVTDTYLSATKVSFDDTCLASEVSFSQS
#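 TRHR-expressing cells, plated overnight in medium with 10% serum, were loaded with fluo-8 calcium dye at room temperature. After a 10 s baseline, library compound was pin-added and calcium release was recorded kinetically (ex 480/em 530) as agonist response.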
# D2 antag – HTS Assay for Allosteric Antagonists of the Human D2 Dopamine Receptor: Primary Screen for Antagonists | inhibition, % at 10 µM | actives 2% (n = 340,000) | HEK293 TREx D2 cells, calcium flux, dopamine EC80 | AID 485344, 2010; in the data active = inhibition above about 30%; note: 0% is about no effect
#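 Inhibition of EC80 dopamine-driven calcium flux, recorded kinetically, defines activity here; cells are a tetracycline-induced HEK293 T-REx line expressing force-coupled D2.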
# RXFP1 antagonist – qHTS Assay for Antagonists of the Relaxin Receptor RXFP1; actives 0.59% (n = 350,000); HEK293-RXFP1, relaxin-stimulated cAMP HTRF, 30 min; hits give low values; Relaxin receptor 1 (Homo sapiens), Q9HBX9; activity change, negative = inhibition, % at 57.5 µM;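 active = activity change of -60% or lower, but not beyond a set lower limit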; note: % is set by controls: 0 for no effect and ±100 for the full control effect
# D1 antagonist – Antagonist of Human D 1 Dopamine Receptor: qHTS. D(1A) dopamine receptor (Homo sapiens), P21728. HEK293 TREx D1 cells, calcium flux, dopamine EC80; hits give low values. activity change, negative = inhibition, % at 10 µM. actives 3.2% (n = 360,000). AID 504652, 2011; in the data active = activity change below about -30%; note: % is set by controls: 0 for no effect and ±100 for the full control effect
# Target sequence (P21728 whole entry, looked up): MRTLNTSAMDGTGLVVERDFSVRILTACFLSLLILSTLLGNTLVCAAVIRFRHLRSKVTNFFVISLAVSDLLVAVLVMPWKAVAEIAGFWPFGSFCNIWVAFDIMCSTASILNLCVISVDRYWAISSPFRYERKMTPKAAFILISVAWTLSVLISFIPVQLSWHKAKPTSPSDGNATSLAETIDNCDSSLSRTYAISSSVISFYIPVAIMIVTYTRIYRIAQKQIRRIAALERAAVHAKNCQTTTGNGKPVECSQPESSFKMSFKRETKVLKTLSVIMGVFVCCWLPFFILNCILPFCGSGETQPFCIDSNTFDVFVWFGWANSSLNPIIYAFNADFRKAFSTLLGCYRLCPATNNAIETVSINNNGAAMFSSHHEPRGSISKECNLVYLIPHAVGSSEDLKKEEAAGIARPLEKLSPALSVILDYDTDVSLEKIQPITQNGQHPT
#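 Compound effects on dopamine-evoked calcium signalling were measured in tetracycline-induced HEK293 Trex D1 cells. Dopamine at EC80 followed a 180 s compound pre-read, and fluorescence was tracked kinetically for 180 s more.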
# TRHR enhancer – qHTS for Small Molecule Agonists and Allosteric Enhancers of Human TRH Receptor: Primary Screen for Enhancers; Thyrotropin-releasing hormone receptor (Homo sapiens), P34981; enhancement, % at 2 µM; actives 0.66% (n = 360,000); AID 493056, 2011; TRHR cells, fluo-8 calcium fluorescence, EC20 TRH enhancement; in the data active = enhancement above about 30%; note: 0% is about no effect
#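 Enhancer read-out: after compound pinning and an initial kinetic agonist-mode read, an EC20 of TRH (10 nM final) was injected and fluo-8 calcium signal (Ex 480/Em 530) followed at 1 s/cycle for 100 cycles in TRHR-expressing cells.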
# D1 agonist – Allosteric Agonists of the Human D1 Dopamine Receptor: qHTS. HEK293 T-REx D1 cells, calcium flux, agonist mode. activation, % at 2 µM. actives 1% (n = 360,000). AID 504660, 2011; note: 0% is about no effect
#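 Inducible HEK293 T-REx D1 cells, force-coupled to calcium signalling, were plated at 4000 cells/well with tetracycline and held overnight at 30 C. After no-wash calcium dye loading, compound-evoked calcium rise over 180 s flagged agonists.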
# D2 potentiator – HTS Assay for Positive Allosteric Modulators of the Human D2 Dopamine Receptor: Primary Screen for Potentiators | D(2) dopamine receptor (Homo sapiens), P14416 | HEK293 T-REx D2, calcium flux, EC20 dopamine potentiation | potentiation, % at 10 µM | actives 0.34% (n = 340,000);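 active = potentiation over 3 SD above the plate norm, cut at about 30% in these data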; note: 0% is about no effect
#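 Cells plated with tetracycline inducer and held overnight at 30 C; calcium dye loaded 30–90 min at room temperature; baseline taken, compound added and read 180 s; EC20 dopamine then added and read 180 s.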
# D1 potentiator – Potentiators of Human D1 Dopamine Receptor: qHTS; actives 0.036% (n = 360,000); HEK293 TREx D1 cells, calcium flux, dopamine EC20 potentiation; potentiation, % at 10 µM; D(1A) dopamine receptor (Homo sapiens), P21728; AID 504651, 2011; in the data active = potentiation above about 30%; note: 0% is about no effect
# An asterisk follows results filed as active; . = not tested or not shown. Cut-off read from the data, not from the text of the source, unless noted: active = activation above about 30%; inactive = the rest. Hits appear at their usual frequency. About 7.1% of those tested had a hit in this group.
# Abbreviations – A = D2 ag; B = TRHR ag; C = D2 antag; D = RXFP1 antagonist; E = D1 antagonist; F = TRHR enhancer; G = D1 agonist; H = D2 potentiator; I = D1 potentiator
COCCN(C(=O)CCC(=O)Nc1nccs1)C(C(=O)NC(C)(C)C)c1ccc(F)cc1 (centres undefined)
  A = -0.2	B = 0.7	C = -10	D = 12	E = 10	F = 1	G = 4	H = -4	I = -3

COc1ccccc1C(=O)NC(C)C(c1cccs1)N1CCN(C)CC1 (centres undefined)
  A = -3.1	B = -0.6	C = -8	D = 1	E = 6	F = 6	G = 0	H = -13	I = -2

COc1ccc(OCC(=O)N2CC3(C)CC2CC(C)(C)C3)cc1 (centres undefined)
  A = 0.1	B = 0.4	C = 14	D = -5	E = 19	F = 5	G = 1	H = .	I = 4

CCN(CC)S(=O)(=O)c1ccc2oc(C(=O)N(C)Cc3ccccc3)c(C)c2c1
  A = -0.4	B = 1.0	C = .	D = -10	E = -3	F = 0	G = 24	H = 16	I = 1

Cc1cc(C(=O)N/N=C/C=C/c2ccccc2[N+](=O)[O-])c(C)o1
  A = -1.5	B = -1.7	C = 20	D = 8	E = -27	F = -4	G = 3	H = -21	I = 4

Cc1nnc(N2CCC(C(=O)NC3CCCCC3)CC2)c2nn(-c3ccccc3)c(C)c12
  A = .	B = -0.7	C = .	D = -7	E = 1	F = 0	G = 3	H = 2	I = -2

C=CCSC(CC)(CC)C(N)=O
  A = 0.6	B = 0.6	C = 14	D = 1	E = 6	F = -2	G = 1	H = 2	I = -4

O=c1nc(-c2ccccc2)c2cc(SC(F)F)ccc2[nH]1
  A = 0.6	B = 0.1	C = 15	D = -30	E = 13	F = 9	G = 0	H = 1	I = 0

COc1ccccc1N(CC(=O)NCCSc1ccccc1)S(=O)(=O)c1ccc(C)cc1
  A = 0.7	B = 0.4	C = .	D = -4	E = -17	F = -6	G = 31*	H = .	I = 1

Cc1nn(C)cc1C(=O)Nc1ccc2c(c1)OCCO2
  A = 1.1	B = -1.4	C = -15	D = -12	E = -4	F = 6	G = 3	H = 3	I = .

COc1ccc(S(=O)(=O)NCc2ccco2)cc1NC(=O)c1ccccc1
  A = -0.8	B = -1.1	C = -39	D = -2	E = -4	F = -1	G = 4	H = 17	I = -9

CCOc1ccc(CCNC(=O)c2ccc3nc(N4CCOCC4)sc3c2)cc1OCC
  A = -0.4	B = -0.7	C = 8	D = 11	E = 5	F = 4	G = 2	H = 7	I = -2

O=C(Nc1cc(S(=O)(=O)Nc2ccc(Cl)cc2)ccc1O)c1ccc(S(=O)(=O)N2CCCCCC2)cc1
  A = 0.0	B = 0.5	C = 11	D = -36	E = 0	F = 3	G = 4	H = -3	I = 2

CC(=O)c1cccc(NC(=O)c2cc3ccccn3n2)c1
  A = -0.3	B = -0.2	C = -26	D = 3	E = 8	F = 4	G = 0	H = 9	I = 4

CCC(=O)Oc1ccc2c(c1)O/C(=C\c1ccco1)C2=O
  A = 16	B = 21	C = -15	D = -19	E = 9	F = -3	G = 43*	H = 2	I = -2

CCOC(=O)C1=C(C)N=c2s/c(=C\c3ccc(OCC(=O)O)cc3)c(=O)n2C1c1ccccc1OC (centres undefined)
  A = -0.4	B = 2.5	C = -11	D = -10	E = 4	F = 5	G = 3	H = -3	I = 2

CCN(CC)c1cc(NCCO)c([N+](=O)[O-])c2nonc12
  A = -3.8	B = -2.9	C = -1	D = -7	E = 6	F = 3	G = 1	H = -3	I = -4

CCOc1ccc(C2=Nn3c(nnc3-c3ccccc3OC)SC2)cc1
  A = -0.1	B = -0.5	C = 8	D = -11	E = -1	F = 1	G = 2	H = 2	I = -3

CN1CCN(c2oc(-c3cccs3)nc2S(=O)(=O)c2ccccc2)CC1
  A = 0.3	B = 1.0	C = -35	D = .	E = 8	F = 0	G = 1	H = -25	I = 2

CCN(CC)S(=O)(=O)c1ccc(/C=C/C(=O)OCC(=O)c2c(N)n(C)c(=O)n(C)c2=O)cc1
  A = -0.1	B = 0.3	C = -10	D = 6	E = -2	F = 4	G = 4	H = 4	I = -5

CCOC(=O)Cc1csc(NC(=O)CC(C)(C)CC(=O)O)n1
  A = -1.9	B = 0.9	C = -4	D = 5	E = 13	F = -3	G = 1	H = 8	I = -2

CCOCCn1ccc2c(OCC(=O)Nc3cccc(F)c3)cccc2c1=O
  A = 0.6	B = -0.2	C = .	D = .	E = .	F = -5	G = 3	H = -2	I = -3

CCOC(=O)Cn1nc(C)n(-c2ccc(F)cc2)c1=O
  A = 1.3	B = 0.2	C = -5	D = -17	E = .	F = -1	G = 1	H = 2	I = 0

CN1C(=O)/C(=C/C=C2\SCCN2C)N(C)C1=S
  A = 0.5	B = -0.3	C = -4	D = -18	E = 6	F = -1	G = 5	H = 3	I = 0

Cc1cnc(CN(C)C(=O)C2CCC(=O)N(CCc3ccccc3)C2)[nH]1 (centres undefined)
  A = 0.2	B = 0.6	C = -17	D = 13	E = -3	F = -1	G = 0	H = 5	I = 1

CN(C)c1ccc(CN(Cc2ccco2)C(=O)c2ccc(C(C)(C)C)cc2)cc1
  A = -0.9	B = -0.2	C = .	D = -34	E = -12	F = -4	G = 2	H = 9	I = -1

CCCC(=O)OCC(=O)Nc1cc([N+](=O)[O-])ccc1OC
  A = 0.2	B = -0.6	C = -6	D = -4	E = -3	F = -2	G = 0	H = 9	I = 1

O=C(Cn1cnc2c(nnn2-c2cccc(Cl)c2)c1=O)N1CCCC1
  A = 1.0	B = 0.7	C = -3	D = 12	E = 1	F = 0	G = 1	H = -3	I = -5

O=C(NC1CCCCCCC1)c1ccc(F)c(S(=O)(=O)N2CCOCC2)c1
  A = -0.8	B = -0.5	C = -18	D = 10	E = 4	F = 2	G = 6	H = -2	I = 6

CCCCN1C(=O)N(C)C2C1N(C)C(=O)N2CCCC (centres undefined)
  A = 0.9	B = 0.2	C = 2	D = -13	E = -14	F = -4	G = 2	H = -20	I = -1

CC(=O)c1cccc(OCC(=O)c2cc(C)n(-c3cc(C)on3)c2C)c1
  A = -0.5	B = -0.2	C = -6	D = -10	E = -28	F = 0	G = 9	H = -4	I = -3

COC(=O)Cc1c(C)[nH]n(-c2cc(Cl)cc(Cl)c2)c1=O
  A = 1.4	B = 0.2	C = -8	D = -23	E = -19	F = 3	G = 7	H = 13	I = -6

O=C(N/N=C/c1ccsc1)c1ccc2c(c1)OCO2
  A = -0.1	B = 0.0	C = 8	D = 1	E = 0	F = 1	G = 0	H = -14	I = 5

CCN(C(=O)COC(=O)c1ccccc1NC(=O)c1ccco1)C1CCS(=O)(=O)C1 (centres undefined)
  A = -0.4	B = 0.4	C = 6	D = 3	E = -5	F = 2	G = 1	H = .	I = -5

Cc1ccc(NC(=O)CN2C(=O)NC(C)(c3ccc(Cl)cc3)C2=O)c(Br)c1 (centres undefined)
  A = 1.3	B = 4.7	C = -1	D = -7	E = 1	F = 2	G = 37*	H = 11	I = -1

CCc1ccccc1N(C)C(=O)C1CCCN(c2ncnc3c2nc2n3CCCCC2)C1 (centres undefined)
  A = -1.4	B = -0.6	C = .	D = -8	E = 7	F = -4	G = -2	H = -5	I = 3

Cn1nccc1C(=O)N1CCc2ccccc21
  A = 0.4	B = -0.1	C = 36*	D = 8	E = -5	F = 1	G = -1	H = 1	I = -5

CCSc1nnc(-c2cccnc2)n1-c1ccc(C)c(Cl)c1
  A = -0.3	B = 0.2	C = -5	D = -2	E = 8	F = -1	G = 0	H = 4	I = -4

COc1ccc(NC(=O)C2(c3ccc(NC(=O)c4ccc(OC)cc4)cc3)CCCC2)cc1
  A = 0.8	B = 0.3	C = 16	D = -2	E = 9	F = 1	G = 1	H = -1	I = 3

Cc1cc(C)c(NC(=O)Cn2c(=O)n(-c3cccc(C(F)(F)F)c3)c(=O)c3c(C)c(C)sc32)c(C)c1
  A = 0.7	B = -0.2	C = .	D = 4	E = 1	F = 6	G = 3	H = 2	I = 1

O=C(Cn1c(NCCCO)nc2ccccc21)c1ccc(Cl)cc1
  A = 0.1	B = 0.7	C = -1	D = -1	E = -28	F = 6	G = 3	H = 16	I = 1

CC1CCN(CCC(=O)Nc2ccc(Cl)cc2)CC1
  A = -4.1	B = -5.5	C = 5	D = -5	E = -21	F = 13	G = 25	H = 2	I = -2

O=C(C1=C(O)C(=O)N(CCN2CCOCC2)C1c1cccc(Br)c1)c1cccs1 (centres undefined)
  A = -0.4	B = -2.7	C = 8	D = 6	E = -6	F = 1	G = 4	H = 8	I = 2

COCCOC(=O)c1[nH]c2c(c1C)C(=O)C(C(=O)OC)C(C)C2 (centres undefined)
  A = -0.8	B = -0.5	C = 20	D = .	E = 2	F = 6	G = 4	H = 7	I = .

Cc1ccn2cc(CNC(=O)c3cccs3)nc2c1
  A = 0.1	B = 0.0	C = -8	D = -2	E = -1	F = 10	G = -2	H = 6	I = -3

Cc1ccc2c(c1)c1c3n2CCN(CC(N)=O)C3CCC1 (centres undefined)
  A = 0.1	B = 0.8	C = 4	D = 4	E = 2	F = 9	G = 5	H = 12	I = 10

Cc1ccccc1Cn1ccc(=NCc2ccccc2)cc1
  A = 0.2	B = 0.2	C = 4	D = -20	E = -2	F = 1	G = 6	H = 8	I = -5

# Given as labelled records: part of the list above.
> CC1CCN(CCC(=O)Nc2ccc(Cl)cc2)CC1
- D2 ag: -4.1
- TRHR ag: -5.5
- D2 antag: 5
- RXFP1 antagonist: -5
- D1 antagonist: -21
- TRHR enhancer: 13
- D1 agonist: 25
- D2 potentiator: 2
- D1 potentiator: -2

> O=C(C1=C(O)C(=O)N(CCN2CCOCC2)C1c1cccc(Br)c1)c1cccs1 (centres undefined)
- D2 ag: -0.4
- TRHR ag: -2.7
- D2 antag: 8
- RXFP1 antagonist: 6
- D1 antagonist: -6
- TRHR enhancer: 1
- D1 agonist: 4
- D2 potentiator: 8
- D1 potentiator: 2

> COCCOC(=O)c1[nH]c2c(c1C)C(=O)C(C(=O)OC)C(C)C2 (centres undefined)
- D2 ag: -0.8
- TRHR ag: -0.5
- D2 antag: 20
- RXFP1 antagonist: .
- D1 antagonist: 2
- TRHR enhancer: 6
- D1 agonist: 4
- D2 potentiator: 7
- D1 potentiator: .

> Cc1ccn2cc(CNC(=O)c3cccs3)nc2c1
- D2 ag: 0.1
- TRHR ag: 0.0
- D2 antag: -8
- RXFP1 antagonist: -2
- D1 antagonist: -1
- TRHR enhancer: 10
- D1 agonist: -2
- D2 potentiator: 6
- D1 potentiator: -3
